bCat nuc transl: beta-catenin nuclear translocation modulation; HeLa beta-catenin nuclear translocation, immunofluorescence imaging; nuclear translocation activity, % at 5 µM; 0.3% of 190,000 active; AID 1665;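 active means nuclear translocation activity above 50% at 5 µM, with a well cell count of 50 or more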;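 further: per-cell ratio of nuclear to cytoplasmic median beta-catenin stain intensity; plate controls were DMSO negative control for no effect and GSK-3 inhibitor IX positive control for full effect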
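Test system: human HeLa cells, native beta-catenin. Compound dosing: 5 µM primary single dose, 0.1% DMSO, 0.02–20 µM confirmation series. Incubation: compound exposure 24 h at 37°C. Detection: beta-catenin immunostaining with DAPI counterstain, 20x imaging, 6 fields/well. Read-out basis: Nuclear/cytoplasmic beta-catenin signal ratio, % activation.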
Hep lipid drop: modulators of hepatic lipid droplet formation | AML12 mouse hepatocytes, oleate lipid droplets, BODIPY imaging | inhibition, % at 6.5 µM | 0.4% of 240,000 active;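 active means lipid droplet intensity inhibited by at least 50%, with more than 500 cells counted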
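Test system: AML12 hepatocytes (mouse); reagent: oleate loading, 100 µM; dosing: one dose, 6.5 µM compound; incubation: overnight exposure; signal: fluorescence imaging, 20x objective, two fields per well; read-out basis: % inhibition of corrected integrated BODIPY droplet signal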
PMI inhibitors: inhibitors of human PMI, primary screen, biochemical, fluorescence intensity, coupled assay (AID 1209). 0.42% of 190,000 active. purified PMI enzyme, coupled fluorescence intensity; higher % means a stronger effect. inhibition, % at 20 µM; hits with a dose series show IC50 in µM;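 further: plate controls were DMSO vehicle for no effect and wells lacking substrate for full effect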
MT stabilizer: stabilizes microtubules in HeLa cells. HeLa tubulin immunostaining HCS, 24 h; share of cells brighter than vehicle mean+2SD. % tubulin-high responders, % at 10 µM. 0.83% of 200,000 active. AID 2205;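 active means plate Z-score above 3 for both tubulin-high and condensed-nucleus cell shares, with cell loss under 80%, at 10 µM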;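 further: anti alpha tubulin signal scored within the nucleus-defined area of each cell; some results filed as inactive read as strong as hits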
T cell HTS: T cell immune modulators affecting CD8 T cell-vesicle binding; 2C CD8+ T cell-vesicle binding, flow cytometry; stronger effect = lower value; calls only at 7 µM; 0.068% of 330,000 active;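 active means response, share of CD8 T cells binding vesicles, and their 90th percentile fluorescence all below set limits, cut at about 80% in these data, passing the limit was not always enough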
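material = purified 2C TCR transgenic mouse naive CD8+ T cells | controls = Unloaded micro-vesicles (low), QL9 vesicles with 0.7% DMSO (high) | detection = cytometric PE anti-B7-1 and Alexa647 anti-CD8 signals after 1% paraformaldehyde fixation | incubation = binding step 1.5 h, 37 °C, antibody labelling 20 min, ice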
Autophagy HCS: modulators of autophagy; calls only at 10 µM (by protocol); 0.98% of 190,000 active; AID 463193; MEF GFP-LC3 puncta imaging; test concentration mostly 10 µM;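 active means percentage of spot-positive cells more than 3 SD above its plate mean, without a fluorescence outlier flag or 80% toxicity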;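 further: spot-positive cell cutoff set from DMSO-treated cells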
PMI inhibition: human PMI inhibitors, high substrate, primary screen, biochemical, fluorescence intensity, high mannose 6-phosphate (AID 1220). 0.66% of 190,000 active. one-dose inhibition, % at 20 µM; IC50 in µM for titrated hits. recombinant PMI enzyme, coupled fluorescence intensity; higher % means a stronger effect
TNAP activators: stimulation of alkaline phosphatase TNAP activity – biochemical, luminescent, no phosphate acceptor, uHTS, primary screen (AID 1001); purified TNAP, luminescent activation assay, no phosphate acceptor; higher activation fold means a stronger effect; one-dose activation fold at 20 µM; EC50 in µM for titrated hits; 0.03% of 200,000 active; in the data active means activation fold from about 3, or a potency from the dose series; inactive means the rest, 99 in 100 with activation fold below about 1.6; further: many of its hits are not listed in these tables
Ins promoter up: MIN6 insulin promoter up-regulation; MIN6 insulin promoter-GFP reporter, high-content imaging; stronger effect = higher value; z-score at 5 µM; 0.3% of 190,000 active;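 active means z-score above 3 at 5 µM with at least 500 cells counted in the well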
Ins promoter up cell count: further read-out of Ins promoter up, marked with its call; cell count; measured here: cytotoxicity, nuclei count;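 total cells summed across four imaged fields per well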
Hep lipid drop cells 6.5 µM: second read-out of Hep lipid drop, no call of its own (marks repeat the call); cell count; measured here: cell count, cytotoxicity flag;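 cells counted across two imaged fields per well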
bCat nuc transl cell count 5 µM: also measured in bCat nuc transl; calls as there; cell count; measured here: cell count, cytotoxicity flag
T cell HTS vesicle-bound %: further read-out of T cell HTS, marked with its call; double positive events, %; measured here: CD8+ vesicle-bound cell fraction;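 binding gate set so that unloaded-vesicle control wells show 10% double positive cells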
MT stabilizer Hoechst-high %: also measured in MT stabilizer; calls as there; % Hoechst-high responders; measured here: nuclear condensation Hoechst responders;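 share of cells brighter than vehicle mean plus two SD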
MT stabilizer cytotoxicity %: recorded beside MT stabilizer, whose call it bears; toxicity, %; measured here: cytotoxicity by cell density;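 0% = mean cell density of plate MIN control wells and 100% = no cells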
Autophagy HCS cell loss 18 h: second read-out of Autophagy HCS, no call of its own (marks repeat the call); toxicity, %; measured here: cell loss, nuclei count;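 cell loss after 18 h compound exposure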
Starred values were filed as active, the others as inactive; i = inactive; . = no result given. Unless noted, no stated cut-off is given here; in the data, active means inhibition above about 50%; inactive means the rest.

(1) O=C(Nc1ccc(-c2ccccc2)cc1)c1ccco1
(2) Cc1cc(C)nc(NS(=O)(=O)c2ccc(NC(=O)c3ccc(S(=O)(=O)N4CCOCC4)cc3)cc2)n1
(3) CSc1nnc(C)c(=O)n1COC(=O)c1ccc(S(=O)(=O)N(C)C)cc1
(4) O=[N+]([O-])c1cc(Cl)c(O)c2ncccc12
(5) CC(=O)Nc1cc2c(cc1NC(=O)c1cnccn1)OCCO2
(6) COc1ccc(NS(=O)(=O)c2ccc(S(=O)(=O)N3CCCC3)cc2)cc1
(7) Cc1ccc(C(O)CN2C3=NCCCN3c3ccccc32)cc1 (stereo not given)
(8) Cn1cccc1/C=N/NC(=O)c1sc2ccccc2c1Cl
(9) Cc1ccc(-n2ncc3c2ncn2c(-c4ccncc4)nnc32)cc1
(10) CN1CCN(c2ccccc2NC(=O)c2ccc(-c3cccc([N+](=O)[O-])c3)o2)CC1
compound no.,1,2,3,4,5,6,7,8,9,10
bCat nuc transl,-0.2,1.2,-2.6,1.5,.,0.7,-1.9,-2.1,2.0,-0.6
bCat nuc transl cell count 5 µM,1062,1360,471,1104,.,1133,1245,1417,1110,1085
Hep lipid drop,-1,.,0,-1,11,-2,-56,.,.,7
Hep lipid drop cells 6.5 µM,674,.,669,692,791,754,726,.,.,670
PMI inhibitors,4%,7%,-3%,52%*,-4%,8%,4%,12%,-15%,16%
MT stabilizer,2.2,1.9,2.2,2.9,1.9,1.0,2.8,3.5,.,5.5
MT stabilizer Hoechst-high %,2.7,1.6,3.2,1.9,1.1,1.1,1.2,2.0,.,1.6
MT stabilizer cytotoxicity %,7.7,2.7,7.0,6.0,7.6,9.7,4.6,0.5,.,6.9
T cell HTS,i,i,i,.,i,i,i,i,.,i
T cell HTS vesicle-bound %,2,11,51,.,29,41,38,58,.,26
Autophagy HCS,i,i,i,i,i,i,i,i,.,i
Autophagy HCS cell loss 18 h,8,-10,13,-5,38,7,25,-23,.,2
PMI inhibition,-14%,0%,0%,32%,-8%,2%,1%,7%,2%,5%
TNAP activators,1,1.1,1.1,1,1.3,1,1.1,1.1,0.5,1.2
Ins promoter up,-0.6,0.03,0.43,-1,1.2,.,.,0.03,-0.29,-0.54
Ins promoter up cell count,1259,1558,1116,1339,894,.,.,1705,1092,1164

(11) Oc1cccc(CN2CCCCC2)c1
(12) CC(C)NC(=O)NC(=O)COC(=O)c1ccc(F)cc1F
(13) O=C(NCC1CCCO1)c1cccnc1Nc1ccccc1F (stereo not given)
(14) Cn1c(=O)c2c(O)c([N+](=O)[O-])c(=O)n(C)c2n(C)c1=O
(15) S=c1[nH]cnc2scc(-c3ccc(Br)cc3)c12
(16) COc1c(F)c(F)c(C(=O)O)c(Nc2ccc(C)cc2C)c1F
(17) CCCc1nc(NC(=O)c2ccccc2)nc(NC(=O)c2ccccc2)n1
(18) O=C(c1ccco1)N1CCN(CCCCOc2cccc3ccccc23)CC1
(19) COc1ccc(C(=O)N2CCC(N3CCN(c4ccccc4)CC3)CC2)cc1
(20) CCC(=O)N1CCc2cc(S(=O)(=O)NC(Cc3ccccc3)C(=O)NC3CCCCC3)ccc21 (stereo not given)
compound no.,11,12,13,14,15,16,17,18,19,20
bCat nuc transl,-0.9,-3.1,-3.7,0.3,1.7,-0.7,1.4,-3.0,-15,0.7
bCat nuc transl cell count 5 µM,606,1114,992,1325,851,1049,1018,512,1253,541
Hep lipid drop,-14,26,.,7,-9,4,1,-22,7,1
Hep lipid drop cells 6.5 µM,714,674,.,739,686,789,734,719,753,775
PMI inhibitors,-7%,5%,-2%,.,-6%,-29%,.,-10%,2%,-11%
MT stabilizer,3.2,8.7,5.1,.,2.8,3.3,.,2.1,1.4,2.3
MT stabilizer Hoechst-high %,4.1,3.2,3.3,.,2.2,2.3,.,3.3,1.2,2.1
MT stabilizer cytotoxicity %,13,12,8.3,.,0.9,5.6,.,13,13,8.3
T cell HTS,i,i,i,i,i,i,i,i,i,.
T cell HTS vesicle-bound %,0,2,15,50,56,58,21,29,60,.
Autophagy HCS,i,i,i,.,i,i,.,i,i,i
Autophagy HCS cell loss 18 h,-6,2,9,.,3,-4,.,-5,0,9
PMI inhibition,-8%,3%,-2%,.,-7%,-22%,.,-9%,2%,-11%
TNAP activators,1.1,1.1,1.2,.,0.8,1.1,.,1.1,1.1,1.1
Ins promoter up,-0.04,-0.22,0.55,-0.04,-0.85,0.31,-0.21,-0.16,.,0.16
Ins promoter up cell count,1381,1603,1262,1107,959,1142,1341,1311,.,1146

Three compounds already listed, ordered by their value in PMI inhibition, largest number first.
entry | Compound | PMI inhibition
2 | Cc1cc(C)nc(NS(=O)(=O)c2ccc(NC(=O)c3ccc(S(=O)(=O)N4CCOCC4)cc3)cc2)n1 | 0%
13 | O=C(NCC1CCCO1)c1cccnc1Nc1ccccc1F (stereo not given) | -2%
20 | CCC(=O)N1CCc2cc(S(=O)(=O)NC(Cc3ccccc3)C(=O)NC3CCCCC3)ccc21 (stereo not given) | -11%

(list continues)
(21) O=C(NCc1cccnc1)c1ccc(-c2ccccc2[N+](=O)[O-])o1
(22) Cc1[nH]c(=O)[nH]c(=O)c1NS(=O)(=O)c1ccccc1
(23) CC(O)c1nc2ccc(Cc3ccc4nc(C(C)O)[nH]c4c3)cc2[nH]1 (stereo not given)
(24) COc1cc(NC(=O)COc2c(C)cc(C)cc2[N+](=O)[O-])c(OC)cc1Cl
(25) CC(C)(C)c1ccc(CN2N=Nc3ccccc3S2(=O)=O)cc1
(26) CCOc1cc(/C=N/NC(=O)CN(CCc2ccccc2)S(=O)(=O)c2ccc(NC(C)=O)cc2)ccc1O
(27) Cc1cc(NC(=O)COC(=O)COc2ccc3c(c2)CCC3)no1
(28) O=C(c1cc2cc([N+](=O)[O-])ccc2oc1=O)n1cccn1
(29) CCOC(=O)C1CCCN(S(=O)(=O)c2ccc(F)c(C(=O)Nc3ccc(F)c(F)c3)c2)C1 (stereo not given)
(30) Cc1ccc(S(=O)(=O)N(CC(=O)NCc2ccco2)C2CCCCC2)cc1
compound no.,21,22,23,24,25,26,27,28,29,30
bCat nuc transl,2.1,-2.4,1.0,-1.4,-3.7,-2.7,-4.5,4.3,1.6,-1.4
bCat nuc transl cell count 5 µM,566,1072,1311,839,1327,1161,994,879,1049,999
Hep lipid drop,-14,-1,.,-2,.,-41,.,0,-38,-25
Hep lipid drop cells 6.5 µM,583,700,.,470,.,663,.,603,694,760
PMI inhibitors,-52%,1%,1%,16%,20%,17%,2%,-10%,15%,6%
MT stabilizer,2.0,2.3,5.9,5.8,20,2.9,5.2,6.9,1.2,3.4
MT stabilizer Hoechst-high %,2.9,2.7,4.3,10,11,3.1,1.9,2.5,1.9,1.3
MT stabilizer cytotoxicity %,9.2,5.3,6.2,18,12,9.9,0.9,6.1,9.2,4.5
T cell HTS,i,i,i,i,i,i,i,i,i,i
T cell HTS vesicle-bound %,52,20,29,61,26,15,31,20,2,33
Autophagy HCS,i,i,i,i,i,i,i,i,i,i
Autophagy HCS cell loss 18 h,-2,-9,3,1,0,3,-11,15,-3,2
PMI inhibition,-73%,-8%,-2%,10%,8%,4%,6%,-1%,13%,6%
TNAP activators,1,1.2,1,1,1,1.1,1.1,1,1,1
Ins promoter up,0.66,-0.35,0.4,-0.05,0.13,-0.64,-0.5,0.36,-0.57,0.27
Ins promoter up cell count,1321,1459,1155,1451,1172,1199,1289,1630,821,1076

(31) CC(NC(=O)COC(=O)Cc1ccsc1)c1ccccc1 (stereo not given)
(32) O=C(C[n+]1cc(-c2ccc(Cl)cc2)n2c1CCC2)N1c2ccccc2Sc2ccccc21
(33) O=c1oc(-c2ccco2)nc2c1cnn2-c1ccccc1
(34) CC1(C)CC(=O)C/C(=N\NC(=O)Cc2ccccc2)C1
(35) COc1cc(OC)cc(-n2nnnc2SCC(=O)Nc2nc3c(s2)CCCC3)c1
compound no.,31,32,33,34,35
bCat nuc transl,-2.9,-0.6,-1.2,-0.2,-0.1
bCat nuc transl cell count 5 µM,571,1062,1441,552,1203
Hep lipid drop,-23,-13,.,4,-10
Hep lipid drop cells 6.5 µM,611,607,.,646,745
PMI inhibitors,4%,8%,4%,-4%,19%
MT stabilizer,2.0,4.6,5.6,3.5,2.0
MT stabilizer Hoechst-high %,3.3,3.3,3.0,2.2,1.7
MT stabilizer cytotoxicity %,10,9.3,4.7,6.1,8.8
T cell HTS,i,i,i,i,i
T cell HTS vesicle-bound %,38,43,32,46,16
Autophagy HCS,i,i,i,i,i
Autophagy HCS cell loss 18 h,-10,12,-11,7,-2
PMI inhibition,-2%,5%,4%,-8%,7%
TNAP activators,1.1,1.1,1.1,1.1,1.1
Ins promoter up,0.93,1.4,1.1,0.77,-1.4
Ins promoter up cell count,1331,1297,1521,1239,1029
